NFkB transloc pot: enhances IL-1B driven NFkB nuclear translocation; HUVEC IL-1B NFkB p65 nuclear translocation imaging; activation, % at 2 µM; 94,000 tested, 0.3% active; AID 819;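 active = activation above 40%, about the mean plus 3 SD, also judged a hit on visual image review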;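 also: percent activation is computed from the nuclear over cytoplasmic p65 intensity ratio; values of inactives mirror those of a sister screen read the other way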
MRP reversal: compounds reversing MRP-mediated drug resistance | H69AR cells + 2 uM doxorubicin, CellTiter-Glo, 72 h | differential viability (reversal), % at 10 µM | 85,000 tested, 0.04% active;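 active = viability drop by adding the cancer drug above about 55%, with treated viability meeting a 40% cutoff, limit read from the data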;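 also: viability without doxorubicin minus viability with 2 µM doxorubicin for each compound; larger differential means the compound sensitizes cells more to doxorubicin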
Bcl-B displacement: displacers of TR3 peptide from Bcl-B, primary screen, selectivity assay for Bfl-1 inhibitor project, biochemical, fluorescence polarization; FP displacement of FITC-TR3 peptide from Bcl-B; higher % means a stronger effect; displacement, % at 20 µM, or IC50 in µM where a hit was titrated; 96,000 tested, 0.11% active; AID 748;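 active = displacement above 50% at 20 µM plus a fluorescence interference ratio under 1.5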;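 also: plate controls were wells without compound for no effect and wells lacking Bcl-B protein for full effect; a part of the inactive calls stands beside numbers as strong as those of hits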
PLAP inhibition: PLAP enzyme inhibitors, biochemical, luminescence, HTS (AID 690). purified PLAP, luminescent substrate; higher % means a stronger effect. inhibition, % at 20 µM; hits with a dose series show IC50 in µM. 96,000 tested, 0.08% active; in the data active = a potency from the dose series; inactive = the rest, 99 in 100 with inhibition below about 30%; also: strong numbers were not always called active
NFkB transloc inh: blocks IL-1B driven NFkB nuclear translocation in HUVEC cells; 94,000 tested, 0.43% active; inhibition, % at 2 µM; HUVEC IL-1B NFkB p65 nuclear translocation imaging; AID 796;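 active = inhibition above about 30% together with a positive call from visual inspection of the well image, limit read from the data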;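 also: nuclear over cytoplasmic p65 intensity ratio measured by imaging; 0% = IL-1B stimulated DMSO wells and 100% = unstimulated DMSO wells; values of inactives mirror those of a sister screen read the other way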
MRP reversal cytotoxicity: also measured in MRP reversal; calls as there; viability, %; H69AR cells, CellTiter-Glo, 72 h; measured here: cytotoxicity without doxorubicin
MRP reversal with doxorubicin: also measured in MRP reversal; calls as there; viability, %; measured here: viability with 2 uM doxorubicin; stronger effect = lower value
NFkB transloc inh cell count 2 µM: recorded beside NFkB transloc inh, whose call it bears; cell count; measured here: cells passing quality filter;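 raw number of nuclei counted in each imaged well without normalization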
NFkB transloc pot cell count 2 µM: second read-out of NFkB transloc pot, no call of its own (marks repeat the call); cell count; measured here: cells passing quality filter
* marks the source's active call; other numbers are inactive results; / = no result given. This is a subset; the hit share may differ from the screen's.

SMILES	NFkB transloc pot	NFkB transloc pot cell count 2 µM	MRP reversal	MRP reversal cytotoxicity	MRP reversal with doxorubicin	Bcl-B displacement	PLAP inhibition	NFkB transloc inh	NFkB transloc inh cell count 2 µM
C/C(=C\C(=O)c1ccncc1)Nc1ccccc1O	0	166	-16	23	39	-10%	14%	0	166
O=C(/C=N/O)NCC1CCNCC1	-12	107	/	/	/	-9%	-10%	12	107
COc1ccccc1C/C(N)=N/OC(=O)COc1cccc2ccccc12	25	141	/	/	/	28%	10%	-25	141
Cc1ccc(Cn2nnc3c(=O)[nH]c(C4CCCN(C(=O)Nc5ccc(F)cc5F)C4)nc32)cc1 (stereo not drawn)	18	58	12	85	72	-7%	-17%	-18	58
Cn1c(SCC(=O)Nc2nc3c(s2)CCCC3)nnc1-c1ccccc1	-1	169	9	76	67	-4%	-43%	2	169
O=C1CSC(c2ccccn2)N1c1ccc(Cl)c(Cl)c1 (stereo not drawn)	5	147	19	100	81	9%	-10%	-5	147
CCOC(=O)c1c(NC(=O)CSc2n[nH]c(N)n2)sc(CC)c1C	/	/	-25	42	67	-5%	-119%	/	/
CC1OC(Nc2ccc(OC(F)(F)F)cc2)C(O)C(O)C1O (stereo not drawn)	0	126	-1	98	98	1%	0%	0	126
CCN(C(=O)c1cc2ccccc2oc1=O)c1ccccc1	-10	178	24	110	86	-14%	13%	10	178
Cc1nc2ccccc2c2oc(C(=O)N3CCc4ccccc4C3)cc12	8	60	-12	69	81	-2%	-48%	-8	60
CN(C)S(=O)(=O)c1ccc(N2CCN(S(=O)(=O)c3ccc(F)cc3)CC2)c(Cl)c1	3	66	10	62	52	3%	-35%	-4	66
COc1ccc2nc(SCC(=O)Nc3ccccc3C#N)[nH]c2c1	-15	78	-6	83	89	-8%	-107%	15	78
COc1ccc(S(=O)(=O)Nc2ccc(C)cc2)cc1N(C)S(=O)(=O)c1ccc(Cl)cc1	-19	113	/	/	/	1%	-18%	19	113
O=C(Cn1c(=O)oc2cc(S(=O)(=O)N3CCCC3)ccc21)N1CCN(c2ccccn2)CC1	/	/	7	97	91	-6%	-5%	/	/
NC(=O)COc1ccccc1/C=C1/SC(=O)N(CC(=O)N2CCc3ccccc3C2)C1=O	22	164	/	/	/	-3%	-29%	-22	164
O=C(COc1ccc(Br)cc1CO)Nc1ccccc1	5	155	16	100	84	-11%	6%	-5	155
Cc1nc2n(n1)CC(O)CS2 (stereo not drawn)	1	106	11	92	81	-1%	-4%	-1	106
O=C(CCCOc1ccc(Cl)cc1Cl)n1nnc2ccccc21	3	126	21	105	84	/	/	-3	126
Cc1ccc(C(=O)O/N=C(\N)c2ccc(Br)cc2)cc1	15	167	-2	87	89	4%	-6%	-15	167
OCCNCCOc1ccccc1-c1ccccc1	1	171	-2	76	79	-4%	-42%	-1	171
Cc1ccc(-n2nnnc2SCC(=O)NC(=O)Nc2ccc3c(c2)OCCO3)cc1	7	198	3	94	91	-4%	20%	-7	198
O=C(C1CCCO1)N1CCN(c2ncccn2)CC1 (stereo not drawn)	5	137	-1	97	98	-7%	7%	-5	137
CCCn1c(=N)n(CC(=O)c2ccco2)c2ccccc21	13	156	-4	86	90	-3%	29%	-13	156
COc1ccc(OC)c(NC(=O)c2ccc(NS(=O)(=O)c3c(C)noc3C)cc2)c1	-17	163	/	/	/	5%	6%	17	163
CC1CC(=O)c2cnc(N)nc2C1 (stereo not drawn)	-15	152	-15	89	105	-4%	-5%	15	152
SMILES	NFkB transloc pot	NFkB transloc pot cell count 2 µM	MRP reversal	MRP reversal cytotoxicity	MRP reversal with doxorubicin	Bcl-B displacement	PLAP inhibition	NFkB transloc inh	NFkB transloc inh cell count 2 µM
COc1ccc(-n2c(NC(=O)c3ccc(Br)o3)c(C#N)c3nc4ccccc4nc32)cc1	13	165	/	/	/	-130%	-33%	-13	165
CC1CCCCN1CCNC(=O)CN1C(=O)COc2ccccc21 (stereo not drawn)	6	138	6	101	95	-10%	3%	-6	138
COc1cc(-c2c(C#N)c(N)nc(SCc3ccncc3)c2C#N)cc(OC)c1OC	4	127	38	60	22	-41%	-63%	-4	127
Cc1cc(C)n2nc(NCc3cccc(Br)c3)nc2n1	20	102	12	87	75	1%	-10%	-20	102
COc1ccccc1CC(=O)Nc1cc2oc3ccccc3c2cc1OC	7	150	/	/	/	24%	30%	-8	150
COC(=O)c1cn(NC(=O)CC2CCCCC2)c(=O)c2ccccc12	/	/	-3	83	86	-6%	6%	/	/
CCCc1nc(N2CCOCC2)c(C#N)c2c1CCCC2	15	72	-13	68	81	8%	-67%	-15	72
Cc1n[nH]c(=S)n1/N=C/c1ccc(-c2ccccc2[N+](=O)[O-])o1	-14	144	/	/	/	13%	-99%	14	144
CSc1nc(C)c(Oc2ccccc2)c(=O)n1C	8	105	14	90	76	-9%	-18%	-8	105
COCc1cc(=O)n2[nH]c(SC)nc2n1	/	/	4	82	78	-6%	10%	/	/
O=c1c2cnn(-c3ccccc3)c2ncn1Cc1cccc(Cl)c1	/	/	16	109	93	0%	-8%	/	/
CCc1cc2c(cc3c(=O)n(CC(=O)NCCCN(CC)CC)nc(CC)n32)s1	20	173	18	75	57	0%	16%	-20	173
CCOC(=O)c1c(/N=C/N(C)C)sc(C(=O)OC)c1C	3	141	30	91	61	-5%	-17%	-3	141
C=C(C)CSc1nncn1/N=C/c1ccc(OC)cc1	/	/	2	80	78	-2%	-54%	/	/
CCCC(=O)NCCc1nc2ccccc2n1C	/	/	-2	94	96	-7%	10%	/	/
Cc1cc(C)nc(SCC(=O)Nc2ccc(N3CCOCC3)cc2)n1	27	132	10	94	84	2%	13%	-27	132
CS/C(=C\[N+](=O)[O-])Nc1ccccc1	8	57	5	78	72	-8%	5%	-8	57
Cc1cccc(C(=O)NC(=S)Nc2ccc(S(=O)(=O)N3CCCCC3)cc2)c1	-10	160	/	/	/	-7%	13%	10	160
O=C(Nc1cccc(C(=O)N2CCCC2)c1)c1ccccc1	14	165	-17	70	87	-1%	-19%	-14	165
CC(CNc1ccc([N+](=O)[O-])cc1)NC(=O)c1ccccc1Br (stereo not drawn)	-3	112	/	/	/	-6%	53%	3	112
O=C(O)CCc1ccc(-c2cccs2)n1NC(=O)c1ccc(Cl)cc1Cl	9	152	4	91	87	2%	-51%	-9	152
CC1=CC(C)(C)N2C(=O)C3(C(C#N)=C(N)Oc4cc(O)ccc43)c3cccc1c32 (stereo not drawn)	19	132	-33	41	74	-2%	-53%	-19	132
O=C(O)c1ccc(NS(=O)(=O)c2ccc(Cl)c(Cl)c2)cc1O	-13	168	14	102	89	4%	19%	13	168
Cc1nn(-c2ccccc2)c2c1P(=O)(O)/C(=C1\N(C)c3ccccc3C1(C)C)C=N2	-13	82	10	101	91	-8%	-35%	13	82
CCOC(=O)c1sc(NC(=O)CSc2nncs2)c(C(=O)OCC)c1C	-7	149	2	95	94	-62%	13%	7	149
SMILES	NFkB transloc pot	NFkB transloc pot cell count 2 µM	MRP reversal	MRP reversal cytotoxicity	MRP reversal with doxorubicin	Bcl-B displacement	PLAP inhibition	NFkB transloc inh	NFkB transloc inh cell count 2 µM
COCCn1c(SCC#N)nnc1-c1ccccc1	/	/	2	91	89	-7%	2%	/	/
Cc1ccc(N(CC(=O)NCCSCc2ccco2)S(C)(=O)=O)cc1	17	80	2	86	83	0%	13%	-17	80
CCN(CC)CCNC(=O)c1nn(-c2ccc(C)cc2)c(=O)c2c1c1ccccc1n2C	/	/	-11	64	75	-8%	-58%	/	/
CCOC(=O)C1CCN(C(=O)COc2cc(C)c(Br)c(C)c2)CC1	4	139	-16	35	51	1%	-66%	-4	139
CCOc1cnn(-c2cc(Oc3ccc(C)cc3)ncn2)c(=O)c1Cl	11	196	/	/	/	-6%	-47%	-12	196
Cc1ccn(CCSCC(=O)O)n1	4	27	13	98	85	6%	0%	-4	27
Cc1cc(N2CCCN(C)CC2)nc2cc(Cl)ccc12	/	/	1	72	71	9%	-44%	/	/
COc1cccc(Nc2nnc(SCc3cc([N+](=O)[O-])cc4c3OCOC4)s2)c1	26	207	/	/	/	-12%	0%	-26	207
Cc1oc(-c2ccccc2Cl)nc1CSCC(=O)NC1CCCC1	14	178	11	99	88	2%	-13%	-14	178
COc1ccc(-c2cn3cccnc3n2)cc1NC(=O)C1CCCC1	-18	99	/	/	/	1%	5%	18	99
COc1ccccc1OCC(=O)Nc1oc(-c2ccccc2)c(-c2ccccc2)c1C#N	2	145	25	106	81	-10%	-55%	-2	145
Cc1ccc2cc(CN(Cc3ccc4c(c3)OCO4)Cc3nnnn3Cc3ccco3)c(=O)[nH]c2c1C	27	98	-19	46	65	-9%	-52%	-27	98
O=C(NCC(=O)N(Cc1ccc(F)cc1)C(C(=O)NC1CCCC1)c1ccco1)c1ccco1 (stereo not drawn)	/	/	-26	60	86	-1%	-19%	/	/
COc1ccc(C(c2nnnn2CC2CCCO2)N2CCN(c3cccc(C)c3C)CC2)cc1 (stereo not drawn)	-5	187	24	83	59	-11%	-58%	5	187
CCOc1ccc(NC(=O)N(C2CCCCC2)C2CCN(C(C)=O)CC2)cc1	-8	189	/	/	/	/	/	8	189
Cc1cc(C)nc(SCc2ccc(C(=O)O)o2)n1	8	94	11	96	85	-8%	11%	-8	94
C/C(Cl)=C/CN1C(=O)C2C3C=CC(C3)C2C1=O (stereo not drawn)	7	149	0	95	95	-3%	10%	-6	149
COCCCNC(=O)c1cccc(C(=O)NCCCOC)c1	-20	107	-4	89	92	-7%	7%	20	107
COc1ccc(C2C(C(C)=O)=C(O)C(=O)N2CCN(C)C)cc1OC (stereo not drawn)	/	/	-18	90	108	1%	-16%	/	/
CCn1c(=O)cc(OCC(=O)NCCCN2CC(C)CC(C)C2)c2ccccc21 (stereo not drawn)	11	161	31	103	73	3%	-57%	-11	161
CCCOc1ccc(C(=O)NNC(=S)NC(=O)c2cc(-c3ccccc3)nc3ccccc23)cc1	5	119	/	/	/	7%	-20%	-5	119
C=CCSC1=C(C#N)C(c2ccc(OCC)cc2)CC(=O)N1 (stereo not drawn)	6	180	-3	87	89	8%	0%	-6	180
CCSc1nnc(N(CCC#N)CCC#N)s1	17	130	-11	104	115	-2%	19%	-17	130
Cc1ccc(CNC(=O)c2cn(C3CCCCC3)c(=O)c3c2c2ccccc2n3C)o1	-4	31	-12	51	63	-4%	-63%	4	31
COC(=O)C1CCCN1S(=O)(=O)c1ccc2ccccc2c1 (stereo not drawn)	-10	219	-24	33	57	-3%	-26%	10	219

Molecules above that have bromine:
SMILES	NFkB transloc pot	NFkB transloc pot cell count 2 µM	MRP reversal	MRP reversal cytotoxicity	MRP reversal with doxorubicin	Bcl-B displacement	PLAP inhibition	NFkB transloc inh	NFkB transloc inh cell count 2 µM
O=C(COc1ccc(Br)cc1CO)Nc1ccccc1	5	155	16	100	84	-11%	6%	-5	155
Cc1ccc(C(=O)O/N=C(\N)c2ccc(Br)cc2)cc1	15	167	-2	87	89	4%	-6%	-15	167
COc1ccc(-n2c(NC(=O)c3ccc(Br)o3)c(C#N)c3nc4ccccc4nc32)cc1	13	165	/	/	/	-130%	-33%	-13	165
Cc1cc(C)n2nc(NCc3cccc(Br)c3)nc2n1	20	102	12	87	75	1%	-10%	-20	102
CC(CNc1ccc([N+](=O)[O-])cc1)NC(=O)c1ccccc1Br (stereo not drawn)	-3	112	/	/	/	-6%	53%	3	112
CCOC(=O)C1CCN(C(=O)COc2cc(C)c(Br)c(C)c2)CC1	4	139	-16	35	51	1%	-66%	-4	139

Next section.
SMILES	NFkB transloc pot	NFkB transloc pot cell count 2 µM	MRP reversal	MRP reversal cytotoxicity	MRP reversal with doxorubicin	Bcl-B displacement	PLAP inhibition	NFkB transloc inh	NFkB transloc inh cell count 2 µM
N#Cc1ccc(-c2nnnn2-c2ccc3c(c2)OCO3)cc1	-3	140	12	96	84	5%	16%	2	140
CCOC(=O)c1[nH]c(C)c(C(=O)OCCN2C(=O)c3ccccc3C2=O)c1C	9	155	-33	34	67	3%	-12%	-9	155
CC1=C(C(=O)OCc2ccccc2)C(c2ccsc2)C(C#N)=C(N)O1 (stereo not drawn)	11	121	-2	77	80	/	/	-11	121
COC(=O)c1sc2ncccc2c1OCc1cccc(Cl)c1	12	204	/	/	/	6%	3%	-12	204
CN/C=C1\C(=O)C(C)(C)Oc2ccc3ccc(=O)oc3c21	-7	182	-17	73	90	-1%	-26%	7	182
Cc1nn(-c2ccccn2)c2c1C(c1ccsc1)C1=C(CCCC1=O)N2 (stereo not drawn)	/	/	33	63	30	0%	-44%	/	/
